# Source: PubChem BioAssay (The Scripps Research Institute Molecular Screening Center)
# GPR151 activ: activates the human receptor GPR151 | PathHunter beta-arrestin GPR151 cells, luminescence | 650,000 tested, 1% active | activation, % at 11.2 µM | Q8TDV0; in the data active = activation above about 4.9%;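 also: 0% = median of compound wells and 100% = cells with positive control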
# Target sequence (Q8TDV0 whole entry, looked up): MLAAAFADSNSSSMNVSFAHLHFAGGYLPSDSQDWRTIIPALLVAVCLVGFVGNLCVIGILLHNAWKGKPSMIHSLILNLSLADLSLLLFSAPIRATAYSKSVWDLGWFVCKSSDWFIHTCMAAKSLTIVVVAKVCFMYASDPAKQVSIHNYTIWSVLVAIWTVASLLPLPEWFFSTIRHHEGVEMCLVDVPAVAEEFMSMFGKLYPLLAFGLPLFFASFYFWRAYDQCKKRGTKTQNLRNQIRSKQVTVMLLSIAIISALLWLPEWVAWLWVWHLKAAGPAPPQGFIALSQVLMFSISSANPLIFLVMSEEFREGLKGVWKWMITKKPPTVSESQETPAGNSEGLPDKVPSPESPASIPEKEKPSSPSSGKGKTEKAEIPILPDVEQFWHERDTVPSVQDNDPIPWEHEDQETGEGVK
# TEAD-YAP block: TEAD-YAP interaction inhibition | AID 1259422 | inhibition, % at 9.12 µM | 640,000 tested, 1.4% active | HEK-TIYL cells, TEAD-Gal4/YAP UAS-luciferase luminescence; in the data active = inhibition above about 32%;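 also: 0% = median of test compound wells and 100% = reference inhibitor wells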
# FBW7 act: activators of human E3 ligase FBW7; 650,000 tested, 0.13% active; AlphaScreen FBW7–phospho-cyclin E peptide binding, activator screen; Q969H0; normalized activity (activation), % at 26.1 µM; AID 1259310; in the data active = normalized activity above about 1.9%;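 also: purified mutant Fbw7 with reduced substrate affinity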
# Target sequence (Q969H0 whole entry, looked up): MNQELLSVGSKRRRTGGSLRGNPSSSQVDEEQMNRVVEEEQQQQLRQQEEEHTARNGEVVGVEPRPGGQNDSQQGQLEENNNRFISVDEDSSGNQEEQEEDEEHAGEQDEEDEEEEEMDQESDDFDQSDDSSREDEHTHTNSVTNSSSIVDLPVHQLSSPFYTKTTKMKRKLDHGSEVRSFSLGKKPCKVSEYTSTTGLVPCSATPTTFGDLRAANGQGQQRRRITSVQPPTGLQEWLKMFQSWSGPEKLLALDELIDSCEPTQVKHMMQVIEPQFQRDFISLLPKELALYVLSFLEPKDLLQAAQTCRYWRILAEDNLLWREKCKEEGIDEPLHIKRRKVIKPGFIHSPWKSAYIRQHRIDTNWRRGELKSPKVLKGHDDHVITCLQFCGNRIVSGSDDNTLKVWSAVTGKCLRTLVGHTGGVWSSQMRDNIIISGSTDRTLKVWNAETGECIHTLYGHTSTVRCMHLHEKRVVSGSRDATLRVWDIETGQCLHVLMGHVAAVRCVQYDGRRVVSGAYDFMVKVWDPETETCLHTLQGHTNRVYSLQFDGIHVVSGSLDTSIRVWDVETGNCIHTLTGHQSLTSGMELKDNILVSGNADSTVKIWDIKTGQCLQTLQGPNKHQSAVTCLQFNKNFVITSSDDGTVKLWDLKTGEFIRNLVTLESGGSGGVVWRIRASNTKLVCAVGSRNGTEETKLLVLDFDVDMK
# MITF inh: human MITF inhibition, primary screen | O75030 | AlphaScreen MITF homodimerization, bead proximity signal | inhibition, % at 2.6 µM | 650,000 tested, 0.91% active | AID 1259374; in the data active = inhibition above about 50%;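 also: 0% = vehicle wells with protein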
# * = called active by the depositor.
cpd	Compound	GPR151 activ	TEAD-YAP block	FBW7 act	MITF inh
1	CN1C(=O)c2ccccc2Sc2ccc(NC(=O)N3CCOCC3)cc21	-0.3	-12	-0.1	2
2	O=C(Nc1ccccc1)c1cnc(-c2ccccc2)s1	2.1	-6	-0.1	-18
3	CC(NC(=O)c1ccc(Cl)cc1)c1ccccc1 (stereo unspecified)	0.0	11	0.2	-12
4	CCC(C)(C)c1ccc(OCCOCCN2CCNCC2)c(Cl)c1	-1.6	8	-0.1	48
5	COc1ccc(C2C3=C(CC(C)(C)CC3=O)Nc3ccccc3N2C(=O)Cc2ccccc2)cc1OC (stereo unspecified)	-0.6	1	0.5	4
6	COc1ccc(C(=O)NC(=O)NC2(C(F)(F)F)OCCO2)cc1	-0.6	-55	0.4	4
7	O=C(NCc1ccc(-c2nc3ccccc3o2)cc1)c1ccco1	0.9	1	0.9	10
8	CC1(C)C2CCC1(CS(=O)(=O)Nc1ccc(Cl)cc1)C(=O)C2 (stereo unspecified)	0.8	5	-0.1	-3
9	COc1ccc(C2C3=C(CC(C)(C)CC3=O)N(Cc3ccco3)C3=C2C(=O)CC(C)(C)C3)cc1	2.8	1	0.8	14
10	Oc1ccc(CCNc2cc(N3CCN(Cc4ccc5c(c4)OCO5)CC3)ncn2)cc1	-0.6	3	-0.3	22
11	CCOc1ccc(Br)cc1C(=O)N/N=C/c1ccncc1	-0.5	-12	0.1	-4
12	CCc1ccc(C2Nc3ccccc3C(=O)N2c2ccc(NC(C)=O)cc2)cc1 (stereo unspecified)	1.2	-4	-0.1	11
13	NS(=O)(=O)c1ccc(CNC(=O)Cc2c(F)cccc2Cl)cc1	0.0	-3	0.1	-8
14	CCOC(=O)c1c(C)[nH]c(C)c1C(=O)COC(=O)CNC(=O)c1ccc(OCC)cc1	-0.7	2	-0.3	-10
15	Cc1ccc(C(=O)N/N=C\C=C\c2ccc(Br)cc2)cn1	0.3	-3	-0.1	2

# The list goes on:
cpd	Compound	GPR151 activ	TEAD-YAP block	FBW7 act	MITF inh
16	CC(=O)C1=C(O)C(=O)N(Cc2cccnc2)C1c1ccccc1F (stereo unspecified)	-0.5	-8	0.3	-2
17	O=C(Nc1ccccc1C(F)(F)F)c1cc(C2CC2)on1	0.6	-14	0.0	4
18	O=C(c1nc2sccn2c1CNCCN1CCCC(O)C1)N1CCCC1 (stereo unspecified)	0.4	10	0.1	8
19	COc1ccccc1CCNC1CCN(c2ccc(NS(=O)(=O)N(C)C)cc2)CC1	0.0	-10	-0.1	9
20	COc1ccc(C2=C/C(=C\c3ccco3)C(=O)O2)c(OC)c1	-0.8	-16	-0.5	35
21	Cc1ccnc2nc(C(=O)OC/C(O)=C(\C#N)c3nc4ccccc4[nH]3)nn12	-2.9	3	-0.1	3
22	CC1CCCC(C)N1CCCNC(=O)Cn1ncc2c1-c1ccccc1OC2 (stereo unspecified)	-2.2	3	0.2	-2
23	CC1(C)Oc2ccc(C(=O)NC3CCCCC3)cc2N(CC#N)C1=O	0.3	-5	-0.2	-1
24	O=C(CCC1CCCN(CCCn2cccn2)C1)N1CCN(c2ccccn2)CC1 (stereo unspecified)	-0.7	-8	-0.1	-9
25	Cc1cccc(C(=O)Nc2ccccc2Cl)c1[N+](=O)[O-]	-0.6	-5	0.3	13
26	Cc1c(NC(=O)C2COc3ccccc3O2)ccc(-c2cn[nH]c2)c1C (stereo unspecified)	-1.8	-17	-0.3	8
27	O=C(Cn1cc(C(=O)c2ccccc2)c(=O)c2ccccc21)Nc1ccc(F)cc1	-1.1	5	-0.1	-8
28	CN(C(=O)COc1ccccc1)C1CCS(=O)(=O)C1 (stereo unspecified)	-0.4	-1	-0.1	2
29	O=C(NNC(=O)c1ccccc1-c1ccccc1C(=O)O)c1ccccc1	-0.1	-5	-0.1	4
30	O=C(NC1CC2(CCCC2)Oc2ccccc21)c1n[nH]c(=O)c2ccccc12 (stereo unspecified)	0.4	-3	1.3	2

# Going on with the list.
cpd	Compound	GPR151 activ	TEAD-YAP block	FBW7 act	MITF inh
31	COc1ccc(C(=O)Cn2c3ccccc3n3nc(C)nc23)cc1	1.3	4	-0.1	-5
32	O=C(NC1CCCCC1)N1CCN(c2n[nH]c(=O)[nH]c2=O)CC1	-0.4	-17	0.1	9
33	CN(CC(=O)O)S(=O)(=O)c1cccc2cccc(Cl)c12	0.9	-3	-0.1	-1
34	COc1ccc(C2C(C(=O)NCCN(C)C)c3ccccc3C(=O)N2Cc2ccc(F)cc2)cc1 (stereo unspecified)	0.4	-3	-0.1	-1
35	Cc1sc(NC(=O)CN(C(=O)Nc2ccccc2F)C2CCCC2)c(C(N)=O)c1C	0.1	4	0.1	4
36	Cc1cccc(N2C(=S)NC3c4ccccc4OC2(C)C3C(=O)N(C)C)c1 (stereo unspecified)	-2.1	-6	-0.1	-6
37	Nc1nc2n(n1)C(c1c(F)cccc1Cl)CC(c1ccc(F)cc1)N2 (stereo unspecified)	-0.4	1	0.6	25
38	CC(=O)N1CCc2nc(-c3ccccc3)nc(N3CCCCC3)c2C1	1.9	-14	-0.2	-4
39	COc1cc(/C=N/NC(=O)c2ccccc2Cl)ccc1O	1.9	-2	0.1	-1
40	CCN(CC)CCCNCc1ccccc1F	0.7	-8	0.1	43
41	Cn1c(=O)c2nc(SCC(=O)Nc3ccc(F)cc3)n(C)c2n(C)c1=O	3.1	1	-0.1	-9
42	N#CCCNc1cccc(C(F)(F)F)c1	-1.0	-2	0.0	-10
43	CCc1nnc(/N=C/c2c(C)[nH]n(-c3ccc(F)cc3)c2=O)s1	0.7	-11	-0.1	3
44	OCCn1c(CSc2nnc(-c3ccccc3)o2)nc2ccc(Cl)cc21	-1.0	-8	-0.1	-3
45	O=C(Nc1c2c(nn1-c1ccc(F)cc1)CS(=O)(=O)C2)c1c(F)cccc1F	-1.6	3	0.3	8

# Later entries
cpd	Compound	GPR151 activ	TEAD-YAP block	FBW7 act	MITF inh
46	COC(=O)c1ccc(NS(=O)(=O)c2cc([N+](=O)[O-])c(C)cc2C)cc1	1.0	4	0.0	10
47	CCCC1(C2CCN(C(=O)CC(C)CC)CC2)NC(=O)N(Cc2ccco2)C1=O (stereo unspecified)	-1.6	6	0.2	12
48	Cc1nc(NCc2c(F)cccc2F)sc1-c1ccn(CCO)n1	-0.3	-8	0.0	-3
49	Cc1ccc(Cl)cc1NCN1C(=O)/C(=C/c2ccc(Br)cc2)NC1=S	0.5	-11	-0.2	-2
50	COCCNC(=O)CCC1CCN(Cc2c(OC)ccc3ccccc23)CC1	-1.6	-3	-0.1	10
51	Cc1ccc(CN2C(=O)C(C)(C)Oc3ccc(C(=O)NC(C)(C)C)cc32)cc1	3.9	-10	0.0	7
52	CCOc1ccc(-n2c(=S)sc3c(=O)n(-c4ccc(C)cc4)c(SCC(=O)Nc4cc(C)[nH]n4)nc32)cc1	-0.2	-2	0.1	1
53	Cc1cccc(NC(=O)Cn2cnc3sc(C)cc3c2=O)n1	0.2	2	0.0	-2
54	COc1cc2cc(C#N)c(SCC(=O)Nc3sc(C)c(C)c3C#N)nc2cc1OC	-0.9	6	-0.1	12
55	COc1ccccc1C(=O)N1CCNCC1	0.4	-3	-0.2	-10
56	CN(C)c1ccc(/C=C(\C#N)C(=O)NCc2ccco2)cc1	0.4	-49	-0.1	6
57	CCc1c(C)[nH]c(=S)c(C(N)=O)c1C	0.0	-3	-0.1	-13
58	CC(=O)Oc1ccc(-c2csc(Nc3ccc(O)cc3)n2)cc1	-0.6	-68	0.1	-8
59	Cc1ccc(N(CC(O)CN2CCC(C)CC2)S(=O)(=O)c2ccccc2)cc1 (stereo unspecified)	1.2	4	-0.1	-1
60	CCOC(=O)C1=C(C)NC(=O)NC1c1c(C)nn(-c2ccccc2)c1Cl (stereo unspecified)	0.1	-4	0.1	2

# Seven of the compounds above, with one line to a screen.
50	COCCNC(=O)CCC1CCN(Cc2c(OC)ccc3ccccc23)CC1
52	CCOc1ccc(-n2c(=S)sc3c(=O)n(-c4ccc(C)cc4)c(SCC(=O)Nc4cc(C)[nH]n4)nc32)cc1
53	Cc1cccc(NC(=O)Cn2cnc3sc(C)cc3c2=O)n1
49	Cc1ccc(Cl)cc1NCN1C(=O)/C(=C/c2ccc(Br)cc2)NC1=S
46	COC(=O)c1ccc(NS(=O)(=O)c2cc([N+](=O)[O-])c(C)cc2C)cc1
55	COc1ccccc1C(=O)N1CCNCC1
51	Cc1ccc(CN2C(=O)C(C)(C)Oc3ccc(C(=O)NC(C)(C)C)cc32)cc1
assay / compound,50,52,53,49,46,55,51
GPR151 activ,-1.6,-0.2,0.2,0.5,1.0,0.4,3.9
TEAD-YAP block,-3,-2,2,-11,4,-3,-10
FBW7 act,-0.1,0.1,0.0,-0.2,0.0,-0.2,0.0
MITF inh,10,1,-2,-2,10,-10,7

# (listing goes on)
cpd	Compound	GPR151 activ	TEAD-YAP block	FBW7 act	MITF inh
61	CCOC(=O)C1=C(C)N=c2s/c(=C/c3cccc([N+](=O)[O-])c3O)c(=O)n2C1c1cccc(OC)c1 (stereo unspecified)	-0.8	5	-0.1	-1
62	CCCOc1ccc(OCCSc2nc3ccccc3c(=O)[nH]2)cc1	-0.8	4	0.8	7
63	Cc1cc(C)c(C)c(OS(=O)(=O)c2cn(C)c(=O)n(C)c2=O)c1	-0.8	-5	0.1	14
64	CC(C)[C@H]1NC(=O)[C@H]2CN(C(=O)Oc3ccc(F)cc3)CCN2C1=O	3.0	1	0.0	10
65	Cc1ccc(Nc2nc(-c3ccccc3)nc3ccccc23)cc1C	0.6	-2	0.1	-6
66	COc1cc(/C=N/NC(=O)CC(=O)Nc2cccc(Cl)c2)ccc1O	-1.1	7	-0.1	17
67	CCOc1ccc(-c2nc3s/c(=C\c4cccs4)c(=O)n3n2)cc1	-0.2	-6	-0.1	1
68	O=C1OC(Nc2ccc(S(=O)(=O)Nc3nccs3)cc2)c2ccccc21 (stereo unspecified)	0.1	-8	0.1	8
69	CN(C(=O)c1c[nH]c2ccc(S(=O)(=O)N3CCOCC3)cc2c1=O)C1CCCCC1	1.2	12	0.1	13
70	CCc1ccc2[nH]c(C)c(CN3CCCCC3C)c(=O)c2c1 (stereo unspecified)	0.5	-2	0.1	1
71	COc1ccc(C(=O)NC2CC2)cc1OC1CCN(Cc2ccc(F)cc2)CC1	0.6	-14	0.0	1
72	O=C1Nc2ccc3ccccc3c2C(c2ccccc2)N1 (stereo unspecified)	9.1*	16	0.8	1
73	O=C(NCc1cccc(C(F)(F)F)c1)c1ccc2nc(-c3ccc(C(=O)NC4CC4)cc3)sc2c1	-0.4	12	-0.1	-18
74	O=C1C(=O)N(c2nc3ccccc3s2)C(c2ccc(O)cc2)/C1=C(\O)c1ccccc1 (stereo unspecified)	1.3	11	-0.1	5
75	CCN(CC)S(=O)(=O)c1cccc(C(=O)OCC(=O)C23CC4CC(CC(C4)C2)C3)c1	0.9	2	-0.1	0

# Complete entries as entered above.
# Entry for `COc1cc(/C=N/NC(=O)CC(=O)Nc2cccc(Cl)c2)ccc1O` = GPR151 activ = -1.1; TEAD-YAP block = 7; FBW7 act = -0.1; MITF inh = 17
# Entry for `CN(C(=O)c1c[nH]c2ccc(S(=O)(=O)N3CCOCC3)cc2c1=O)C1CCCCC1` = GPR151 activ = 1.2; TEAD-YAP block = 12; FBW7 act = 0.1; MITF inh = 13

# (list continues)
cpd	Compound	GPR151 activ	TEAD-YAP block	FBW7 act	MITF inh
76	COc1ccc(-n2nnc3c(SCC(=O)Nc4ccc([N+](=O)[O-])cc4)ncnc32)cc1	1.2	9	-0.1	11
77	COc1ccc(C(=O)N2CCC(n3c(C)nc4cc(F)ccc43)CC2)cc1	0.8	2	0.0	-13
78	Cc1cc(CN(C)Cc2c(C(=O)N3CCOCC3)nc3c(C)cccn23)n[nH]1	-0.6	5	0.9	6
79	COc1cc(OC)c(-n2c(=O)c3c4c(sc3n(C)c2=O)CN(C(C)=O)CC4)cc1Cl	0.4	-4	-0.1	-7
80	CCc1ccccc1NC(=O)c1ccc(F)c(S(=O)(=O)NCc2ccco2)c1	1.6	8	-0.1	0
81	CCCCn1c(=O)n(-c2ccc(F)cc2)c(=O)c2c3c(sc21)CN(C(C)=O)CC3	1.8	17	0.6	11
82	CCOC(=O)c1[nH]c2ccc(OC)cc2c1N=C(C)N(C)C	1.2	6	0.0	17
83	CCCCC(=O)NC(=S)Nc1ccc(S(=O)(=O)N2CCOCC2)cc1	-2.2	6	0.1	1
84	Cc1ccc(S(=O)(=O)NC(=O)COc2ccc([N+](=O)[O-])cc2)cc1	-1.8	2	-0.2	-2
85	CC(NC(=O)Cn1cc(NC(=O)c2ccccn2)cn1)c1cccs1 (stereo unspecified)	0.9	0	-0.1	12
86	O=[N+]([O-])c1cccc(-c2csc(N/N=C\c3ccccc3O)n2)c1	0.5	-25	0.0	5
87	COc1ccc(C(=O)Nc2ccc(S(=O)(=O)Nc3nccnc3OC)cc2)c(OC)c1	-0.6	-1	0.2	26
88	Cc1cc(C(=O)CSc2nnnn2C)c(C)n1Cc1ccco1	-1.3	-50	-0.1	8
89	NS(=O)(=O)c1ccc(NC(=O)CN2CCN(c3ccc(F)cc3)CC2)cc1	-0.2	8	0.0	0
90	Cc1c(C(=O)Nc2ccc(F)c(Cl)c2)nnn1-c1ccccc1	-0.9	-64	0.0	6
91	COC(=O)c1cccc(NC(=O)CSc2nc3ncnc(N)c3[nH]2)c1	-1.5	13	0.2	-2
92	Cc1ccc(C)n1CC(=O)Nc1cccc(C(F)(F)F)c1	0.0	10	0.1	17
93	Cc1cccc(C(=O)N2CCC(CO)(Cc3cccc(C(F)(F)F)c3)CC2)n1	-0.9	-12	0.4	2

# A different layout for part of the listing above.
# Under each structure – GPR151 activ | TEAD-YAP block | FBW7 act | MITF inh
(6) COc1ccc(C(=O)NC(=O)NC2(C(F)(F)F)OCCO2)cc1
  -0.6 | -55 | 0.4 | 4
(36) Cc1cccc(N2C(=S)NC3c4ccccc4OC2(C)C3C(=O)N(C)C)c1 (stereo unspecified)
  -2.1 | -6 | -0.1 | -6
